HepG2 viability: counter-screen for TGF-b inhibitors: cytotoxicity in HepG2 cells | HepG2 CAGA-GFP viability, ATP luminescence, 18 h | Potency, µM (highest dose often 46.1 µM), without a hit: top-dose activity change, negative = cytotoxicity, hits mostly cytotoxic | hit rate 0.76% among 410,000; further: potency means the concentration at half of the fitted maximal effect; some results filed as inactive show a strong effect at the top dose
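HepG2 CAGA-GFP cells (1000/well, DMEM with 1% FBS) received compound, then TGF-beta at 500 pg/mL final, and were incubated 18 hours at 37 degrees C. Viability was read by CellTiter-Glo luminescence. Media-only wells were set as complete cell-killing and DMSO as no toxicity.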
HT1080NT lethal: kills 2HG-producing HT-1080-NT fibrosarcoma cells | HT-1080-NT fibrosarcoma viability, CellTiter-Glo ATP luminescence, 48 h | Potency, µM (series often up to 46.1 µM), for the others: top-dose activity, negative = less viability, usual class: cytotoxic | hit rate 1.6% among 360,000 | AID 686970;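 further: NT is the 2HG producing partner of a matched IDH1 knockdown line; potency means the concentration at half of the fitted maximal effect; 0% = DMSO-treated cells and -100% = media-only wells without cells; nearly all actives have a fitted effect of over 55% in size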
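Viability by CellTiter-Glo luminescence after 48 h compound exposure at 37C of HT-1080-NT cells (750/well, RPMI, 5% FBS). % activity scaled between DMSO wells and medium-only wells, then curve-fitted and categorized by curve class.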
MCF10A rereplic: inducers of DNA re-replication in MCF 10A breast cells. hit rate 2.9% among 350,000. MCF 10A DNA re-replication, Hoechst nuclear intensity, 48 h. Potency, µM (doses to about 46.1 µM), without a hit: at the top dose activity, positive = re-replication, actives largely listed as activators. AID 624296; further: potency means the concentration at half of the fitted maximal effect; % of control where 0% means no effect; nearly all actives have a fitted effect of over 50% in size
IL-1B inflam inh: inflammasome signaling inhibition, IL-1 beta readout; THP-1 LPS/ATP IL-1B secretion, AlphaLISA, 16 h; active compounds read low; activity change, % at 57.5 µM; hit rate 4.7% among 360,000; in the data active means activity change below about -50%; inconclusive means mostly about -30% to -49%; further: on the % scale 0 is the no-effect control and ±100 the full control effect
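THP-1 cells pretreated 1 hr with compounds (up to 57.5 uM final), then stimulated with LPS (250 ng/mL final) plus ATP (1.25 mM final); secreted IL-1B measured by AlphaLISA after 16 hr, decreased signal indicating inhibition.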
HT1080 IDH1KD tx: kills HT-1080 cells with IDH1 knockdown; HT-1080 IDH1 knockdown viability, ATP luminescence, 48 h; Potency, µM (series often up to 46.1 µM), for the others: at the top dose activity, negative = toxicity, most hits filed as cytotoxic; AID 686971; hit rate 2% among 360,000;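 further: potency means the concentration at half of the fitted maximal effect; 0% = DMSO wells and -100% = cell-free medium wells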
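After a 2 h attachment period, IDH1KD HT-1080 cells took pin-transferred compound for 48 h at 37 °C; ATP-based luminescence after 10 min room-temperature reagent incubation reported viability.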
ATXN2 expr inh: reduces ATXN2 reporter expression in HEK-293 cells | Potency, µM (highest dose often 57 µM), inactives show top-dose activity change, negative = inhibition, hits mostly inhibitors | HEK-293 ATXN2-luciferase reporter, luminescence, 24 h | AID 1745845 | hit rate 0.72% among 360,000; further: potency means the concentration at half of the fitted maximal effect; on the % scale 0 is the no-effect control and ±100 the full control effect; nearly all actives have a fitted effect of over 55% in size
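qHTS (up to 57 uM final) was run with 24 h compound exposure of reporter cells at 37 °C. Each well was multiplexed: SteadyGlo luminescence measured ATXN2-luciferase expression after a fluorogenic Gly-Phe-AFC viability readout (25 uM final).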
KB-3-1 cytotox: KB-3-1 parental cell cytotoxicity. KB-3-1 viability, CellTiter-Glo ATP luminescence, 72 h. Potency, µM (highest dose often 46.1 µM), inactives show at the highest dose activity change, negative = cytotoxic, most hits filed as cytotoxic. hit rate 1.4% among 400,000. AID 1347075; further: potency means the concentration at half of the fitted maximal effect; on the % scale 0 is the no-effect control and ±100 the full control effect; nearly all actives have a fitted effect of over 60% in size
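Cells are dispensed, compounds pinned in, plates held at 37 °C for 72 h, then CellTiter-Glo is added and luminescence read after 10 minutes. Cell line: parental KB-3-1 in phenol-red-free DMEM, 10% FBS.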
S2 tox: cell viability loss in ATXN counter-screen; Potency, µM (doses to about 56.7 µM), most hits filed as cytotoxic; hit rate 0.49% among 400,000; S2 cells (HEK-293 line with an ATXN2-luciferase reporter) viability, CellTiter-Fluor protease fluorescence, 24 h; AID 651635; further: potency means the concentration at half of the fitted maximal effect; nearly all actives have a fitted effect of over 40% in size
SW480 rerep: DNA re-replication induction in SW480 cells; Potency, µM (doses to about 46.1 µM), for inactives: at the top dose re-replication activation, actives largely listed as activators; SW480 DNA re-replication, Hoechst DNA content imaging, 48 h; AID 624297; hit rate 1.8% among 340,000; further: potency means the concentration at half of the fitted maximal effect; % of control where 0% means no effect; nearly all actives have a fitted effect of over 55% in size
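Image-based DNA-content assay: after two days of treatment, nuclei were labelled with the DNA dye Hoechst and imaged, and hits were compounds raising the count of nuclei showing high fluorescence intensity.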
The depositor's hits bear a star; i = inactive; ? = inconclusive; . = not tested or not shown; & = joins results of further samples; [ ] = dose if it differs, or a comment. Unless noted, the call rests on the fitted dose curve; in most records, active means well fitted curve in the direction sought with a large enough effect; inconclusive means small, poorly fitted or top-dose-only effect, or another doubt; inactive means no such curve, though single readings can be large; an effect the other way counts as inactive or inconclusive.

1. CCN(CC(=O)Nc1ccccc1C(F)(F)F)C(=O)c1ccc2c(c1)NC(=O)C(C)S2 (stereo unspecified)
2. O=C(COC(=O)c1ccc(Cl)nc1)Nc1cccc(S(=O)(=O)N2CCCCC2)c1
3. CC(=O)N1c2ccccc2CC1C(=O)NCc1cccc(Cl)c1 (stereo unspecified)
4. CN(C)CCCNC(=O)c1cc(S(=O)(=O)N2CCOCC2)ccc1F
5. O=C1CN(C(=O)c2c(F)cccc2Cl)C(c2ccc(F)cc2)c2cc(Br)ccc2N1 (stereo unspecified)
6. CCCCNC(=O)/C(C#N)=C/c1ccc(-c2ccc(S(=O)(=O)N3CCOCC3)cc2)o1
7. CC1(c2ccc(OC(F)F)cc2)NC(=O)N(CC(=O)Nc2ccc(F)cc2)C1=O (stereo unspecified)
8. Clc1ccc(SCc2csc(N3CCOCC3)n2)cc1
9. CN1CCO/C1=C(\C(Cl)=C(Cl)Cl)[N+](=O)[O-]
10. CCCCN(C(=O)CC1CCCCC1)c1c(N)n(CCCC)c(=O)[nH]c1=O

assay / entry | 1 | 2 | 3 | 4 | 5 | 6 | 7 | 8 | 9 | 10
HepG2 viability | 1% | -34% | -3% | 6% | -30% | -67% | -16% | -8% | 0% | 2%
HT1080NT lethal | -21% | 3% | . | 5% | . | -2% | ? | -13% | 22% | 8%
MCF10A rereplic | . | -24% | . | 13% | . | ? | 2% | -3% | -33%[inhibitor] | .
IL-1B inflam inh | 20 | -2 | . | 16 | . | -6 | 4 | -16 | -8 | 17
HT1080 IDH1KD tx | -19% | 0% | . | 2% | . | -5% | -23% | -4% | 20% | 1%
ATXN2 expr inh | . | . | 31% | 6% | ? | -4% | -12% | 14% | -4% | .
KB-3-1 cytotox | -10% | -24% | 0% | 16% | -24% | -10% | 4% | -14% | 7% | -3%
S2 tox | i | i | i | i | ? | i | i | . | i | i
SW480 rerep | . | -9% | . | -3% | . | ? | -18% | -7% | 6% | .

11. Nc1ncnc(Nc2ccccc2Oc2ccccc2)n1
12. COc1ccc(-c2ccc(/C=C3/C(=N)N4C=CSC4=NC3=O)o2)c([N+](=O)[O-])c1
13. O=C(NCCCc1ccccc1)c1cc([N+](=O)[O-])ccc1Cl
14. CCOC(=O)C1CCCN(Cc2ccc(O)c(OC)c2)C1 (stereo unspecified)
15. COc1cccc(N2CCN(C(=O)c3cc4cc5cc(C)ccc5nc4s3)CC2)c1
16. Cc1ccccc1-n1c(=S)[nH]c2nc3c(cc2c1=O)CCCC3
17. O=S1(=O)[C@H]2C[C@@H]3C=C[C@@]2(CN1Cc1cccc(F)c1)O3
18. O=C(CCCN1C(=O)/C(=C\c2ccco2)SC1=S)Nc1ccc2ccccc2c1
19. CCCN(CC(=O)Nc1ccccc1OC)C(=O)CN1C(=O)NC(C)(C)C1=O
20. Cc1c(Cl)cccc1NC(=O)CC1Oc2ccccc2NC1=O (stereo unspecified)

assay / entry | 11 | 12 | 13 | 14 | 15 | 16 | 17 | 18 | 19 | 20
HepG2 viability | 2% | -46% | -24% | -13% | -8% | 2% | -9%&-3% | -9% | -28% | 0%&-16%
HT1080NT lethal | 8% | 6% | -15% | -3% | . | 1% | 15% | -20% | 0% | 1%
MCF10A rereplic | 11% | 16% | 5% | 10% | . | -4% | 6% | ? | . | 14%
IL-1B inflam inh | 12 | 6 | ? | 5 | . | 58 | 15 | -20 | 15 | 17
HT1080 IDH1KD tx | 10% | 0% | -15% | -15% | . | 13% | 10% | -6% | -4% | 6%
ATXN2 expr inh | 7% | -5% | -1% | . | 0% | 25% | -7% | 171%[activator] | . | -12%
KB-3-1 cytotox | 7% | 29% | -2% | -4% | 12% | -5% | 4%&9% | ? | -4% | 12%
S2 tox | i | ? | i | . | i | i | i | i | i | i
SW480 rerep | ? | -1% | -10% | -21% | . | -5% | 1% | -6% | . | -5%

3 entries from above, sorted by their value in SW480 rerep, ascending.
item	Compound	SW480 rerep
18	O=C(CCCN1C(=O)/C(=C\c2ccco2)SC1=S)Nc1ccc2ccccc2c1	-6%
16	Cc1ccccc1-n1c(=S)[nH]c2nc3c(cc2c1=O)CCCC3	-5%
12	COc1ccc(-c2ccc(/C=C3/C(=N)N4C=CSC4=NC3=O)o2)c([N+](=O)[O-])c1	-1%

Next part:
21. COC(=O)c1ccc(CSc2nnc3ccccn23)o1
22. COc1cccc(-c2cc3nc(NCc4cccnc4)n(C)c(=O)c3s2)c1
23. O=C(c1cccc(F)c1)N1CCN(c2cccc(Cl)c2)CC1
24. CCNC(=O)c1c(NC(=O)c2cc(-c3cc(C)ccc3O)n[nH]2)sc2c1CCCC2
25. Cc1ccnc(NC(=O)C2CCN(S(=O)(=O)c3cccc4nonc34)CC2)c1
26. COCCCn1c(SCC(=O)N2CC(=O)Nc3ccccc32)nnc1-c1ccoc1C
27. Cc1cc(C(=O)COC(=O)Cc2ccc(Br)cc2)c(C)n1C
28. O=C(NC(NC(=O)c1ccccc1)c1cccc([N+](=O)[O-])c1)c1ccccc1
29. COc1ccc(/C=C/c2c(-c3ccc(OC)cc3)oc3cccnc23)cc1
30. CC1CCN(C2=C(NS(=O)(=O)c3ccc(Cl)cc3)C(=O)c3ccccc3C2=O)CC1

assay / entry | 21 | 22 | 23 | 24 | 25 | 26 | 27 | 28 | 29 | 30
HepG2 viability | 1% | -17% | -6% | -15% | -17% | -3% | 1% | 2% | -17% | -1%
HT1080NT lethal | 6% | 9% | ? | 23% | 12% | 6% | 2%[9.24 µM] | -2% | 13% | 3%
MCF10A rereplic | -2% | . | ? | ? | -19% | ? | -6% | -1% | ? | 4%
IL-1B inflam inh | -4 | 23 | 14 | 9 | -51* | -2 | 2 | 26 | ? | -3
HT1080 IDH1KD tx | 2% | 5% | 15µM* | 17% | 5% | 2% | 5% | 9% | 0% | 12%
ATXN2 expr inh | 1% | 50%[activator] | -16% | -21% | 4% | -1% | 3% | 6% | -9% | 0%
KB-3-1 cytotox | -9% | 0% | 21µM* | 0% | 6% | 8% | 13% | 16% | -11% | 18%
S2 tox | i | i | i | i | i | i | i | i | i | i
SW480 rerep | 1% | . | ? | ? | 0% | -5% | -3% | -7% | 24% | -1%

31. CC(C)OCCCNC(=O)CCC(=O)NNc1nc2ccccc2c2nc(-c3ccccc3)nn12
32. COC(=O)c1c(NC(=O)C2C3CCC(C3)C2C(=O)O)sc2c1CCCCC2 (stereo unspecified)
33. Cc1cc(NC(=O)c2ccccc2)nc(C)n1
34. CC(=O)N/N=C(\C)c1cccc(C(F)(F)F)c1
35. N#CCC(=O)Nc1ccc(C(=O)NCc2cccc(Cl)c2)cc1
36. O=C(NCc1ccco1)c1c(F)c(F)c(F)c(C(=O)NCc2ccco2)c1F
37. COc1cccc(CC(=O)OCC(=O)N(C)CC(=O)Nc2ccc(Cl)c(C(F)(F)F)c2)c1
38. CCN(Cc1ccccc1)C(=O)Cn1c(=O)n(-c2ccc(F)c(Cl)c2)c(=O)c2sc3ccccc3c21
39. CCN(CC)C(=O)Cn1nc(-c2ccccc2O)nc1SCC(=O)Nc1ccc(OC)cc1
40. CC(=O)c1cccc(N(CC(=O)NC2CCCC2)C(=O)c2csnn2)c1

assay / entry | 31 | 32 | 33 | 34 | 35 | 36 | 37 | 38 | 39 | 40
HepG2 viability | -11% | 7% | -6% | 0% | 0% | -13% | 4% | 6% | -16% | -11%
HT1080NT lethal | -12% | -5% | -2% | 0% | 11% | 1% | -1% | . | -3% | 8%
MCF10A rereplic | 7% | -20% | 6% | -16% | 14% | ? | 16% | . | 7% | -18%
IL-1B inflam inh | -22 | 26 | -4 | 0 | 17 | -131* | 5 | . | -2 | 10
HT1080 IDH1KD tx | -3% | -11% | 2% | -7% | 3% | -10% | -7% | . | -11% | 12%
ATXN2 expr inh | -2% | 21% | 6% | . | -11% | -23% | -5% | 3% | -10% | 1%
KB-3-1 cytotox | -3% | -8% | 4% | -8% | 0% | 8% | 0% | -11% | 0% | -1%
S2 tox | i | i | i | i | i | i | i | i | i | i
SW480 rerep | -5% | -81%[inhibitor] | 11% | -5% | 0% | -6% | -1% | . | 5% | -15%

41. O=C(CCc1nc2ccccc2c(=O)[nH]1)N1CCN(c2ccc(F)cc2)CC1
42. Cc1cc(C)cc(-n2ccn3cnnc3c2=O)c1
43. COc1ccccc1CNC(=O)c1cc(S(=O)(=O)N2CCCCC2)c[nH]1
44. Cc1nc(C)c(C(=O)OCC(=O)NCCc2ccc(F)cc2)s1

assay / entry | 41 | 42 | 43 | 44
HepG2 viability | 10% | 8% | -20% | -10%
HT1080NT lethal | -4% | . | 1% | 13%
MCF10A rereplic | -6% | . | 9% | -21%
IL-1B inflam inh | 0 | . | 0 | 18
HT1080 IDH1KD tx | -1% | . | 0% | 11%
ATXN2 expr inh | -6% | 13% | -15% | 4%
KB-3-1 cytotox | -21% | 16% | 2% | 17%
S2 tox | i | i | i | i
SW480 rerep | 8% | . | 1% | -37%[inhibitor]

Rewritten with two lines to a compound: entries from further up.
The line under a structure holds: HepG2 viability	HT1080NT lethal	MCF10A rereplic	IL-1B inflam inh	HT1080 IDH1KD tx	ATXN2 expr inh	KB-3-1 cytotox	S2 tox	SW480 rerep
6	CCCCNC(=O)/C(C#N)=C/c1ccc(-c2ccc(S(=O)(=O)N3CCOCC3)cc2)o1
 : -67%	-2%	?	-6	-5%	-4%	-10%	i	?
7	CC1(c2ccc(OC(F)F)cc2)NC(=O)N(CC(=O)Nc2ccc(F)cc2)C1=O (stereo unspecified)
 : -16%	?	2%	4	-23%	-12%	4%	i	-18%
8	Clc1ccc(SCc2csc(N3CCOCC3)n2)cc1
 : -8%	-13%	-3%	-16	-4%	14%	-14%	.	-7%

High-throughput results (PubChem)
